HP1b binding inh: HTS for Inhibitors of HP1-beta Chromodomain Interactions with Methylated Histone Tails; Chromobox protein homolog 1 (Homo sapiens), P83916; AlphaScreen HP1-beta / biotin-H3K9me3 peptide binding; Potency, µM (doses to about 114 µM), for the others: at the top dose activity change, negative = inhibition, actives largely listed as inhibitors; hit rate 0.56% among 390,000; further: potency means the concentration at half of the fitted maximal effect; nearly all actives have a fitted effect of over 70% in size; inactives centre near 23
Target sequence (P83916 whole entry, looked up): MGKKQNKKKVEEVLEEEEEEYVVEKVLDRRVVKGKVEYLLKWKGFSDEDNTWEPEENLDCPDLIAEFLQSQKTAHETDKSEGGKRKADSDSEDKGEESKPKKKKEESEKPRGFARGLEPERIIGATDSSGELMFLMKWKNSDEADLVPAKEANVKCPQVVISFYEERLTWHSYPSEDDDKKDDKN
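AlphaScreen: HP1-beta (50 nM) preformed 30 min with biotin-H3(1-18)K9me3 peptide (50 nM) in PBS pH 7.4, 0.01% Tween-20. Compound added for 30 min at RT, then streptavidin donor/nickel chelate acceptor beads (10 ug/mL) for 30 min.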
PGK inhibitor: qHTS Assay to Find Inhibitors of Phosphoglycerate Kinase; PGK/GAPDH coupled, Kinase-Glo luminescence, 60 min; Potency, µM (titrated, usually from 57.5 µM), for inactives: at the top dose activity change, negative = inhibition, actives largely listed as inhibitors; hit rate 0.043% among 380,000; further: potency means the concentration at half of the fitted maximal effect; on the % scale 0 is the no-effect control and ±100 the full control effect; nearly all actives have a fitted effect of over 60% in size
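Luminescent ATP detection (Kinase-Glo Plus) follows a 60-minute room-temperature incubation, with wells lacking PGK as controls. Buffer: 100 mM TEA (pH 7.6), 5 mM MgCl2, 0.01% Tween-20. Coupling enzyme GAPDH (100 nM final) supplies unstable 1,3-BPG in-well.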
TrxR1 substrate: qHTS Assay for Substrates of Mammalian Selenoprotein Thioredoxin Reductase 1 (TrxR1): qHTS; Thioredoxin reductase 1, cytoplasmic (Rattus norvegicus), O89049; purified TrxR1 substrate turnover, NADPH consumption readout; Potency, µM (series often up to 114 µM), without a hit: top-dose activity change, negative = substrate turnover; hit rate 0.01% among 390,000; AID 588456, 2011; further: potency means the concentration at half of the fitted maximal effect; on the % scale 0 is the no-effect control and ±100 the full control effect; nearly all actives have a fitted effect of over 50% in size
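Rat TrxR1, dispensed at 90 nM, was prereduced with 400 uM NADPH (final) for 5 min at ~22 deg C, then incubated with compound 15 min before 400 uM selenite. A first-read NADPH fluorescence drop versus no-compound background flagged substrates.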
USP1 inh: Inhibitors of USP1/UAF1: Primary Screen; recombinant USP1/UAF1, Ub-Rhodamine cleavage fluorescence; Potency, µM (top dose mostly 57.1 µM), without a hit: at the top dose activity change, negative = inhibition, hits mostly inhibitors; hit rate 0.23% among 390,000; further: potency means the concentration at half of the fitted maximal effect; on the % scale 0 is the no-effect control and ±100 the full control effect; nearly all actives have a fitted effect of over 60% in size; inactives centre near -12
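High-throughput fluorogenic screen: 1nM USP1/UAF1 complex, Ub-Rho substrate 150nM final, 50mM HEPES pH 7.8 with 0.5mM EDTA, 0.1 mg/ml BSA, 1mM TCEP and 0.01% Tween-20.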
PI4K2A inh: qHTS for small molecular inhibitors of PI4K2A. purified PI4K2A, ADP-Glo luminescence, 1 h; hits give low values. activity change, negative = inhibition, % at 76.9 µM. hit rate 0.13% among 420,000; in the data active means activity change below about -50%; inconclusive means mostly about -30% to -49%;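 further: -100% = wells without enzyme as full effect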
Target sequence (Q9BTU6 whole entry, looked up): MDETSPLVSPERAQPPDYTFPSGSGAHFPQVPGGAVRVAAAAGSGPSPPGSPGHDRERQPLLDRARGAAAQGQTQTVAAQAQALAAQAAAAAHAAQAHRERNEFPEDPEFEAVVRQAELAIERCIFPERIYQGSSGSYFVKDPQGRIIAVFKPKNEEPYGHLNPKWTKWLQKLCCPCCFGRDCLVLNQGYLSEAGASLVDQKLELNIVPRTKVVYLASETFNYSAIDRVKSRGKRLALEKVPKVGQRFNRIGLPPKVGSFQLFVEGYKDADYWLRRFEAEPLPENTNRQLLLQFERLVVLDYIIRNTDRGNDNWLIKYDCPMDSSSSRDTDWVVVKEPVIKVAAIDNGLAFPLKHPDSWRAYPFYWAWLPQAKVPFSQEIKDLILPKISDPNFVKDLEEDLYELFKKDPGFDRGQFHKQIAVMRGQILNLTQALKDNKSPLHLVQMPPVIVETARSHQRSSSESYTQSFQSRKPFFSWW
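PI4K2A activity was measured by ADP-Glo luminescence: enzyme (4 ug/mL stock) and phosphatidylinositol (1.2 mM stock) in Tris pH 7.5/MgCl2/EGTA/Triton X-100 buffer were reacted with ATP (300 microM stock) for one hour at ambient temperature.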
Pin1 inh: qHTS Assay to Find Inhibitors of Pin1; Peptidyl-prolyl cis-trans isomerase NIMA-interacting 1 (Homo sapiens), Q13526; Pin1 FP peptide displacement, HiFluor488, 10 min; Potency, µM (top dose mostly 115 µM), for inactives: at the highest dose activity, negative = inhibition, actives largely listed as inhibitors; hit rate 0.009% among 390,000; AID 504891, 2011; active means well fitted inhibition curve with a large enough effect in the polarisation, with a control signal flat, not every such curve was filed as active; inconclusive means small, poorly fitted or top-dose-only effect, or effect the other way, or a change in a side signal; inactive means no such curve, though single readings can be large or run the other way; the % refers to the polarisation; further: potency means the concentration at half of the fitted maximal effect; on the % scale 0 is the no-effect control and ±100 the full control effect
Target sequence (Q13526 whole entry, looked up): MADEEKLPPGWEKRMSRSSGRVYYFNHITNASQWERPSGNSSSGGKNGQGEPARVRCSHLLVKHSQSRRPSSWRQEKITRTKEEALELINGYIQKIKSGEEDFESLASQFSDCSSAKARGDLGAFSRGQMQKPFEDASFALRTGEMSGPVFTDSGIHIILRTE
mIDH1 inhibitor: qHTS for Inhibitors of mutant isocitrate dehydrogenase 1 (IDH1): qHTS. Isocitrate dehydrogenase [NADP] cytoplasmic (Homo sapiens), O75874. IDH1-R132H enzyme, NADPH consumption, diaphorase/resazurin fluorescence. Potency, µM (doses to about 76.6 µM), without a hit: at the top dose activity change, negative = inhibition, most hits filed as inhibitors. hit rate 0.093% among 390,000; further: potency means the concentration at half of the fitted maximal effect; on the % scale 0 is the no-effect control and ±100 the full control effect; nearly all actives have a fitted effect of over 65% in size
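IDH1-R132H (0.5 ug/mL) preincubated 30 min with compound, then NADPH (0.016 mM) and alpha-KG (2 mM) added; 80 min at RT, pH 7.5. Remaining NADPH coupled via diaphorase/resazurin to fluorescence (540/590 nm); concentration-response curves normalized to no-enzyme control.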
GLS inhibitor: qHTS for Inhibitors of Glutaminase (GLS) | Glutaminase kidney isoform, mitochondrial (Homo sapiens), O94925 | GLS enzymatic activity, qHTS titration | Potency, µM (titrated, usually from 45.5 µM), for the others: at the highest dose activity change, negative = inhibition, usual class: inhibitors | hit rate 0.21% among 410,000 | AID 624170, 2012; further: potency means the concentration at half of the fitted maximal effect; on the % scale 0 is the no-effect control and ±100 the full control effect
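Coupled fluorescence readout: glutamate oxidase/HRP/Amplex Red detect glutamate formed by hKGA from L-glutamine (1 mM solution added). Buffer 45 mM KH2PO4 pH 8.2, 0.02% Tween-20; reads at t0 and 30 min RT.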
TrxR1 inh: qHTS Assay for Inhibitors of Mammalian Selenoprotein Thioredoxin Reductase 1 (TrxR1): qHTS. Thioredoxin reductase 1, cytoplasmic (Rattus norvegicus), O89049. hit rate 1% among 390,000. recombinant rTrxR1, NADPH fluorescence consumption, selenite substrate. Potency, µM (titrated, usually from 114 µM), for inactives: top-dose activity change, negative = inhibition, usual class: inhibitors; further: potency means the concentration at half of the fitted maximal effect; on the % scale 0 is the no-effect control and ±100 the full control effect; nearly all actives have a fitted effect of over 65% in size
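Rat TrxR1 (90 nM in the dispensed reagent) was pre-reduced with 400 uM NADPH for 5 min at room temperature, then incubated with compound for 15 min. After 400 uM selenite was added, NADPH fluorescence (Ex 340/Em 450 nm) was followed for 8 min.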
Starred values were filed as active, the others as inactive; [ ] = dose if it differs, or a comment. Unless noted, the call rests on the fitted dose curve; in most records, active means well fitted curve in the direction sought with a large enough effect; inconclusive means small, poorly fitted or top-dose-only effect, or another doubt; inactive means no such curve, though single readings can be large; an effect the other way counts as inactive or inconclusive. Some of the compounds tested, so the mix of outcomes need not match the whole.

Screening COc1ccc(-c2cc(C(F)(F)F)n3nc(C(=O)OC(C)C)cc3n2)cc1 returned HP1b binding inh 63.6%[activator], PGK inhibitor 8.8%, TrxR1 substrate 27.1%[57.1 µM], USP1 inh 4.0%, PI4K2A inh -2.0, Pin1 inh inconclusive, mIDH1 inhibitor -9.8%, GLS inhibitor 8.2% and TrxR1 inh -5.2%[57.1 µM].
`CCC(=O)OCC(=O)c1c(N)n(Cc2ccccc2)c(=O)n(C)c1=O` gave HP1b binding inh 5.8%, PGK inhibitor -2.6%, TrxR1 substrate -5.3%, USP1 inh -3.8%, PI4K2A inh 3.4, Pin1 inh 15.1%, mIDH1 inhibitor -5.4%, GLS inhibitor -1.8% and TrxR1 inh 17.8%[57.1 µM].
Screening COC(=O)CNC(c1ccccc1)c1cc(C)ccc1NC(=O)CNC(=O)OCc1ccccc1 (stereo unspecified) returned HP1b binding inh 29.5%, PGK inhibitor 3.5%, TrxR1 substrate 5.6%[57.1 µM], USP1 inh -23.6%, PI4K2A inh 4.2, Pin1 inh inconclusive, mIDH1 inhibitor 2.0%, GLS inhibitor 3.9% and TrxR1 inh 2.6%[57.1 µM].
Screening CCCCn1c(N)c(N(CCOC)C(=O)c2ccc(S(=O)(=O)N(CC)c3ccccc3)cc2)c(=O)[nH]c1=O returned HP1b binding inh 26.2%, PGK inhibitor inactive, TrxR1 substrate -1.6%, USP1 inh -7.8%, PI4K2A inh 4.2, Pin1 inh 2.2%, mIDH1 inhibitor 4.7%, GLS inhibitor -3.7% and TrxR1 inh -5.7%.
`CCOc1cc(/C=C2\SC(=S)N(Nc3ccccc3)C2=O)ccc1O` gave HP1b binding inh 50.1µM*, PGK inhibitor -16.3%, TrxR1 substrate -5.3%, USP1 inh -9.3%, PI4K2A inh -13.9, Pin1 inh 78.7%[activator], mIDH1 inhibitor -22.5%, GLS inhibitor 19.2% and TrxR1 inh -11.4%[57.1 µM].
For COc1ccc(N2C(=O)C(CC(=O)Nc3ccc(Cl)cc3)N(Cc3ccc4c(c3)OCO4)C2=O)cc1 (stereo unspecified) the results were HP1b binding inh 28.0%, PGK inhibitor 3.7%, TrxR1 substrate -10.6%, USP1 inh -11.3%, PI4K2A inh -5.4, Pin1 inh 7.0%, mIDH1 inhibitor -21.4%, GLS inhibitor 11.5% and TrxR1 inh -1.6%.
`CCCCCCc1ccc(OCC(=O)OC)cc1OCC(=O)OC` gave HP1b binding inh 160.9%[activator], PGK inhibitor 4.0%[11.5 µM], TrxR1 substrate 5.2%, USP1 inh -5.5%, PI4K2A inh 0.4, Pin1 inh -1.5%, mIDH1 inhibitor 8.7%, GLS inhibitor 4.9% and TrxR1 inh 24.0%.
Screening C[C@@H]1CC[C@]2(C(=O)O[C@@H]3O[C@H](CO)[C@@H](O)[C@H](O)[C@H]3O)CC[C@]3(C)C(=CCC4[C@@]5(C)C[C@@H](O)[C@H](O)[C@@](C)(C(=O)O[C@@H]6[C@H](O)C[C@@]7(C)C(CC[C@]8(C)C7CC=C7[C@H]9[C@](C(=O)O[C@@H]%10O[C@H](CO)[C@@H](O)[C@H](O)[C@H]%10O)(CC[C@@H](C)[C@@]9(C)O)CC[C@]78C)[C@@]6(CO)C(=O)O)C5CC[C@]43C)[C@@H]2[C@]1(C)O (stereo partly specified) returned HP1b binding inh 21.2%, PGK inhibitor 5.6%, TrxR1 substrate -1.8%, USP1 inh -6.7%, PI4K2A inh -0.9, Pin1 inh -2.0%, mIDH1 inhibitor -10.9%, GLS inhibitor 7.08µM* and TrxR1 inh -0.6%.
For CCN(CC)CCOC(=O)c1ccc2c(c1)OCCO2 the results were HP1b binding inh 28.2%, PGK inhibitor -4.0%, TrxR1 substrate 11.1%, USP1 inh 6.8%, PI4K2A inh 1.6, Pin1 inh -1.4%, mIDH1 inhibitor 1.1%, GLS inhibitor -4.3% and TrxR1 inh 24.0%.
For CNC(=O)c1sc(=S)n(-c2ccc(OC)cc2)c1N the results were HP1b binding inh 13.1%, PGK inhibitor -9.6%, TrxR1 substrate -3.7%, USP1 inh -17.3%, PI4K2A inh 1.2, Pin1 inh -5.3%, mIDH1 inhibitor 8.0%, GLS inhibitor 1.5% and TrxR1 inh -3.7%.
`CC(=O)N1CCOc2ccc(S(=O)(=O)NC(C)c3ccccc3)cc21` (stereo unspecified) gave HP1b binding inh 49.3%[activator], PGK inhibitor -1.8%, TrxR1 substrate -7.8%, USP1 inh -13.0%, PI4K2A inh -4.4, Pin1 inh -3.4%, mIDH1 inhibitor -2.1%, GLS inhibitor -17.1% and TrxR1 inh 1.7%.
COc1ccc(CN(Cc2nc3ccccc3c(=O)[nH]2)C(=O)c2ccco2)cc1 was read as HP1b binding inh 44.7%[activator], PGK inhibitor -12.8%, TrxR1 substrate 9.0%[57.1 µM], USP1 inh -8.4%, PI4K2A inh 11.0, Pin1 inh -2.1%, mIDH1 inhibitor 8.9%, GLS inhibitor -5.1% and TrxR1 inh 13.1%[57.1 µM].
O=C(C[C@H]1C(=O)N(c2ccc(Br)cc2)C[C@@H]1Cc1ccccc1)Nc1ccccc1 was read as PGK inhibitor inactive, USP1 inh -17.9%, PI4K2A inh -5.4, mIDH1 inhibitor 16.9% and GLS inhibitor -3.7%.
`Cc1ccc(-c2nn(C)c(=O)c3ccccc23)cc1CNC(=O)CSc1nc2ccccc2o1` gave HP1b binding inh -19.5%, PGK inhibitor -0.3%, TrxR1 substrate 2.5%, USP1 inh -18.9%, PI4K2A inh -17.5, Pin1 inh -10.9%, mIDH1 inhibitor 0.1%, GLS inhibitor 65.8%[activator] and TrxR1 inh 8.6%.
`Cc1ccc(C(=O)C2=C(O)C(=O)N(Cc3ccccc3)C2c2cccnc2)o1` (stereo unspecified) gave HP1b binding inh -9.8%, PGK inhibitor -7.8%, TrxR1 substrate -8.1%, USP1 inh -6.0%, PI4K2A inh -2.0, Pin1 inh 2.9%, mIDH1 inhibitor -0.3%, GLS inhibitor 0.4% and TrxR1 inh inconclusive.
COc1cccc2c1cc1c(=O)n(CC(=O)NC3CC3)nc(C)n12 was read as HP1b binding inh 17.2%, PGK inhibitor -1.9%, TrxR1 substrate 80.4%[activator], USP1 inh inconclusive, PI4K2A inh -1.7, Pin1 inh -0.1%, mIDH1 inhibitor -0.1%, GLS inhibitor -9.7% and TrxR1 inh 12.1%.
`C/C(=N/NC(=O)c1ccc(C)s1)c1cccc(NC(=O)COc2ccc(Cl)cc2C)c1` gave HP1b binding inh 39.5%, PGK inhibitor 4.2%, TrxR1 substrate -3.3%, USP1 inh -9.8%, PI4K2A inh -6.9, Pin1 inh 0.1%, mIDH1 inhibitor 1.1%, GLS inhibitor 16.8% and TrxR1 inh -8.0%.
For COc1ccc(-c2ccc(OC)c([C@H]3[C@H]4C=CC[C@@H](C)[C@@H]4C(=O)N3Cc3ccccc3)c2)cc1OC the results were HP1b binding inh -17.9%, PGK inhibitor -3.4%, TrxR1 substrate -2.4%, USP1 inh inconclusive, PI4K2A inh -1.2, Pin1 inh 20.7%, mIDH1 inhibitor -9.5%[38.3 µM], GLS inhibitor -3.6% and TrxR1 inh -22.7%.
Screening Cc1ccc(-c2nc(NCCCN(C)C)c3ccccc3n2)cc1 returned PGK inhibitor inactive, USP1 inh -17.0%, PI4K2A inh -4.3, mIDH1 inhibitor -3.0% and GLS inhibitor -0.1%.
OCCn1nc(-c2ccccc2)cc1-c1ccccc1 was read as HP1b binding inh 33.4%, PGK inhibitor -0.4%, TrxR1 substrate -5.8%, USP1 inh -19.1%, PI4K2A inh 4.8, Pin1 inh -3.3%, mIDH1 inhibitor 10.3%, GLS inhibitor -9.6% and TrxR1 inh 18.7%.
For CCOc1ccc(NC(=O)NC2CC(=O)N(c3ccc(OC)cc3)C2)cc1 (stereo unspecified) the results were HP1b binding inh 35.4%, PGK inhibitor inactive, TrxR1 substrate 2.9%, USP1 inh -15.9%, PI4K2A inh 2.1, Pin1 inh 1.8%, mIDH1 inhibitor 1.1%, GLS inhibitor -1.7% and TrxR1 inh 4.4%.

Fetched by structure from the entries so far, two records:
Screening Cc1ccc(-c2nc(NCCCN(C)C)c3ccccc3n2)cc1 returned PGK inhibitor inactive, USP1 inh -17.0%, PI4K2A inh -4.3, mIDH1 inhibitor -3.0% and GLS inhibitor -0.1%.
For COc1ccc(-c2ccc(OC)c([C@H]3[C@H]4C=CC[C@@H](C)[C@@H]4C(=O)N3Cc3ccccc3)c2)cc1OC the results were HP1b binding inh -17.9%, PGK inhibitor -3.4%, TrxR1 substrate -2.4%, USP1 inh inconclusive, PI4K2A inh -1.2, Pin1 inh 20.7%, mIDH1 inhibitor -9.5%[38.3 µM], GLS inhibitor -3.6% and TrxR1 inh -22.7%.

High-throughput results as filed in PubChem BioAssay.
